From PubChem BioAssay
D2 ag: HTS Assay for Allosteric Agonists of the Human D2 Dopamine Receptor: Primary Screen for Agonists | D(2) dopamine receptor (Homo sapiens), P14416 | HEK293 T-REx D2 cells, calcium flux agonist mode | activation, % at 2 µM | 340,000 tested, 0.53% active;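 active means activation over 3 SD above normal in the single-dose calcium agonist read, cut at about 30% in these data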; further: 0% is about no effect
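HEK293 Trex D2 cells, tetracycline-induced, o/n 30 C 5% CO2; no-wash Ca dye, RT 30–90 min; 10-cycle baseline, 23 nl cpd added, kinetic Ca read 180 s; agonist hits = positive Ca response.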
D2 PAM: HTS Assay for Positive Allosteric Modulators of the Human D2 Dopamine Receptor: Primary Screen for Potentiators; potentiation, % at 10 µM; HEK293 T-REx D2, calcium flux, EC20 dopamine potentiation; 340,000 tested, 0.34% active;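 active means potentiation over 3 SD above the plate norm, cut at about 30% in these data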; further: 0% is about no effect
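Primary screen. Calcium kinetics in induced HEK293 T-REx D2 cells: compound pre-addition 180 s, EC20 dopamine, 180 s more.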
TRHR ag: qHTS for Small Molecule Agonists and Allosteric Enhancers of Human TRH Receptor: Primary Screen for Agonists; TRHR cells, calcium flux fluo-8, FDSS agonist mode; activation, % at 2 µM; 360,000 tested, 0.18% active; AID 493084, 2011; further: 0% is about no effect
Target sequence (P34981 whole entry, looked up): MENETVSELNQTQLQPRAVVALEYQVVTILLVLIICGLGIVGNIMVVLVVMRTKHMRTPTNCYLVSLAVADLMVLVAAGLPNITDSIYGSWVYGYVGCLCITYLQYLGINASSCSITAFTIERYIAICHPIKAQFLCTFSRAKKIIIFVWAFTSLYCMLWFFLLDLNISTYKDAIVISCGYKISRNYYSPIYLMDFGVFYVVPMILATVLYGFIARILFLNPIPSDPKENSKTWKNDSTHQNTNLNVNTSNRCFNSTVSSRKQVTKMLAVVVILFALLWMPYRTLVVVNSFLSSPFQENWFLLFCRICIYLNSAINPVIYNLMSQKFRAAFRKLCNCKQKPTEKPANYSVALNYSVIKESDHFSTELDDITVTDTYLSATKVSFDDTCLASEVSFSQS
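TRHR-expressing cells, plated overnight in medium with 10% serum, were loaded with fluo-8 calcium dye at room temperature. After a 10 s baseline, library compound was pin-added and calcium release was recorded kinetically (ex 480/em 530) as agonist response.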
D1 agonist: Allosteric Agonists of the Human D1 Dopamine Receptor: qHTS | HEK293 T-REx D1 cells, calcium flux, agonist mode | 360,000 tested, 1% active | activation, % at 2 µM | AID 504660, 2011; further: 0% is about no effect
Target sequence (P21728 whole entry, looked up): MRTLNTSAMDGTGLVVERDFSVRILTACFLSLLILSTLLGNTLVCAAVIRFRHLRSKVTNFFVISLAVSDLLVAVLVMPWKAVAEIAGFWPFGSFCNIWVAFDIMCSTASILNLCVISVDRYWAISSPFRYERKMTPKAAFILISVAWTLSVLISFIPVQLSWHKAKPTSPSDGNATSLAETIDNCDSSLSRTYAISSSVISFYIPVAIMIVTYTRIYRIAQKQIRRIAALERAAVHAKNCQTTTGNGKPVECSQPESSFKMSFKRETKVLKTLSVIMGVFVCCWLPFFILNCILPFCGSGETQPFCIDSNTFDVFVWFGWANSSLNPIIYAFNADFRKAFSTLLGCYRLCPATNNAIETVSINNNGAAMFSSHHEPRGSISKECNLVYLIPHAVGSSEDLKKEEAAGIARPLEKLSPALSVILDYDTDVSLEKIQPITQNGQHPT
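Inducible HEK293 T-REx D1 cells, force-coupled to calcium signalling, were plated at 4000 cells/well with tetracycline and held overnight at 30 C. After no-wash calcium dye loading, compound-evoked calcium rise over 180 s flagged agonists.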
D1 PAM: Potentiators of Human D1 Dopamine Receptor: qHTS; D(1A) dopamine receptor (Homo sapiens), P21728; HEK293 TREx D1 cells, calcium flux, dopamine EC20 potentiation; potentiation, % at 10 µM; 360,000 tested, 0.036% active; in the data active means potentiation above about 30%; further: 0% is about no effect
D2 antagonist: HTS Assay for Allosteric Antagonists of the Human D2 Dopamine Receptor: Primary Screen for Antagonists | HEK293 TREx D2 cells, calcium flux, dopamine EC80 | inhibition, % at 10 µM | 340,000 tested, 2% active | AID 485344, 2010; in the data active means inhibition above about 30%; further: 0% is about no effect
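Calcium mobilization kinetics were recorded at 1 s intervals in tetracycline-induced HEK293 T-REx D2 cells, first for 180 s after compound addition and then 180 s after EC80 dopamine.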
D1 antag: Antagonist of Human D 1 Dopamine Receptor: qHTS; D(1A) dopamine receptor (Homo sapiens), P21728; HEK293 TREx D1 cells, calcium flux, dopamine EC80; stronger effect = lower value; activity change, negative = inhibition, % at 10 µM; 360,000 tested, 3.2% active; AID 504652, 2011; in the data active means activity change below about -30%; further: on the % scale 0 is the no-effect control and ±100 the full control effect
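After overnight tetracycline induction at 30 C, force-coupled D1 HEK293 cells took up a no-wash calcium dye at room temperature. Compounds were added and monitored 180 s, and the response to EC80 dopamine was then recorded.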
RXFP1 antagonist: qHTS Assay for Antagonists of the Relaxin Receptor RXFP1 | AID 1259400, 2018 | HEK293-RXFP1, relaxin-stimulated cAMP HTRF, 30 min; stronger effect = lower value | activity change, negative = inhibition, % at 57.5 µM | Relaxin receptor 1 (Homo sapiens), Q9HBX9 | 350,000 tested, 0.59% active;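 active means activity change of -60% or lower, but not beyond a set lower limit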; further: on the % scale 0 is the no-effect control and ±100 the full control effect
TRHR PAM: qHTS for Small Molecule Agonists and Allosteric Enhancers of Human TRH Receptor: Primary Screen for Enhancers | enhancement, % at 2 µM | TRHR cells, fluo-8 calcium fluorescence, EC20 TRH enhancement | 360,000 tested, 0.66% active | Thyrotropin-releasing hormone receptor (Homo sapiens), P34981; in the data active means enhancement above about 30%; further: 0% is about no effect
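TRHR-expressing cells loaded with fluo-8 calcium dye were read kinetically (ex 480/em 530) during compound addition, then stimulated with an EC20 of TRH (10 nM final). Enhancement of the Gq-mediated intracellular calcium response was scored.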
Active calls of the source: *. Unless noted, no stated cut-off is given here; in the data, active means activation above about 30%; inactive means the rest.

How did c1ccc(CN2CCN(c3cnc4ccccc4n3)CC2)cc1 do in these assays?
D2 ag: -0.6; D2 PAM: -2; TRHR ag: 0.3; D1 agonist: 23; D1 PAM: -1; D2 antagonist: -18; D1 antag: 11; RXFP1 antagonist: 2; TRHR PAM: 3

How did CC1(C)Cc2c(sc(/N=C/N3CCCC3)c2C#N)C(C)(C)N1 do in these assays?
D2 ag: -0.2; D2 PAM: -5; TRHR ag: 0.0; D1 agonist: 3; D1 PAM: 4; D2 antagonist: 33*; D1 antag: -4; RXFP1 antagonist: -1; TRHR PAM: -1

Results for CCOc1ccc(C(O)(c2ccccc2OC)C(CN2CCCC2)c2ccccc2)cc1 (stereo not drawn) ?
D2 ag: -0.4; D2 PAM: 1; TRHR ag: 1.6; D1 agonist: 10; D1 PAM: -18; D2 antagonist: 2; D1 antag: -18; RXFP1 antagonist: -3; TRHR PAM: 11

How did O=C(CN1C(=O)C2(SCC(=O)N2c2ccc(F)c(F)c2)c2ccccc21)NCCc1ccccc1 (stereo not drawn) do in these assays?
D2 ag: 2.5; D2 PAM: -6; TRHR ag: 1.6; D1 agonist: 4; D1 PAM: -2; D1 antag: -1; TRHR PAM: 8

How did Cc1cccc(COCC(CC(C)C)N2CCN(C(=O)c3ccc(C(C)(C)C)cc3)CCC2=O)c1 (stereo not drawn) do in these assays?
D2 ag: -2.5; D2 PAM: -1; TRHR ag: -0.5; D1 agonist: 0; D1 PAM: 7; D2 antagonist: 6; D1 antag: -6; TRHR PAM: 9

Results for COC(=O)CN1C(=S)N(c2ccc(Cl)cc2)C(=O)C1CC(=O)Nc1ccccc1 (stereo not drawn) ?
D2 ag: -0.1; D2 PAM: -5; TRHR ag: -0.3; D1 agonist: 3; D1 PAM: -4; D2 antagonist: -3; D1 antag: -32*; RXFP1 antagonist: -13; TRHR PAM: 23

What do the screens show for `O=C(Nc1cccc(-c2cn3ccccc3n2)c1)c1cccc(Cl)c1`?
D2 ag: 0.6; D2 PAM: 2; TRHR ag: 0.5; D1 agonist: 1; D1 PAM: -3; D2 antagonist: -29; D1 antag: -24; TRHR PAM: 4

Results for O=C(NNC(=O)c1ccc(F)cc1F)c1ccc(-n2cnnn2)cc1 ?
D2 ag: 1.0; D2 PAM: -2; TRHR ag: 0.2; D1 agonist: 6; D1 PAM: -7; D2 antagonist: 8; D1 antag: 12; RXFP1 antagonist: 8; TRHR PAM: 3

Results for CCOC(=O)c1sc(NC(=O)c2ccc(OC)cc2)nc1C ?
D2 ag: 1.0; D2 PAM: -3; TRHR ag: 0.5; D1 agonist: 1; D1 PAM: -1; D2 antagonist: 15; D1 antag: -9; RXFP1 antagonist: 1; TRHR PAM: -5

What do the screens show for `CCOC(=O)N1CCN(CC(O)COCCC23CC4CC(CC(C4)C2)C3)CC1` (stereo not drawn)?
D2 ag: 16; D2 PAM: -10; TRHR ag: 0.6; D1 agonist: 3; D1 PAM: 0; D2 antagonist: -13; D1 antag: 0; RXFP1 antagonist: -18; TRHR PAM: 0

What do the screens show for `CC(C)(C)c1[nH]nc2c1C(c1ccsc1)C(C#N)=C(N)O2` (stereo not drawn)?
D2 ag: -0.5; D2 PAM: 9; TRHR ag: 0.8; D1 agonist: 2; D1 PAM: 1; D2 antagonist: -6; D1 antag: 6; RXFP1 antagonist: 0; TRHR PAM: -2

What do the screens show for `Fc1ccc(Nc2nnc(C(F)(F)F)s2)cc1`?
D2 ag: 2.1; D2 PAM: 2; TRHR ag: 1.4; D1 agonist: 21; D1 PAM: -3; D2 antagonist: 15; D1 antag: -16; RXFP1 antagonist: 2; TRHR PAM: -7

Results for CS(=O)(=O)N1CCN(c2ccc(NC(=O)c3ccccc3)cc2)CC1 ?
D2 ag: 2.7; D2 PAM: 11; TRHR ag: 1.0; D1 agonist: 6; D1 PAM: -7; D2 antagonist: -20; D1 antag: 2; RXFP1 antagonist: -12; TRHR PAM: -5

How did C=CCn1c(N)c(C(=O)Nc2cccc(C)c2)c2nc3ccccc3nc21 do in these assays?
TRHR ag: 1.5; D1 agonist: 2; D1 PAM: 2; D1 antag: -13; RXFP1 antagonist: 10; TRHR PAM: 1

What do the screens show for `COC(=O)Nc1ccc(SCC(=O)c2cccc([N+](=O)[O-])c2)cc1`?
D2 ag: -0.3; D2 PAM: 12; TRHR ag: -0.4; D1 agonist: 6; D1 PAM: -8; D2 antagonist: -21; D1 antag: -13; RXFP1 antagonist: -14; TRHR PAM: -4

Results for CCCCN(C(=O)CSc1nnc(-c2ccc(OC)cc2)n1C(C)C)c1c(N)n(Cc2ccccc2)c(=O)[nH]c1=O ?
TRHR ag: -0.6; D1 agonist: 1; D1 PAM: -11; D1 antag: 2; RXFP1 antagonist: -7; TRHR PAM: -2

What do the screens show for `Cc1ccc(NCc2ccc([N+](=O)[O-])s2)cc1`?
D2 ag: 0.1; D2 PAM: 5; TRHR ag: -0.3; D1 agonist: 4; D1 PAM: -3; D2 antagonist: -10; D1 antag: 1; RXFP1 antagonist: -18; TRHR PAM: -2

Results for Cc1ccc(CNC(=O)c2c(-c3ccccc3Cl)noc2C)cc1 ?
D2 ag: -0.9; D2 PAM: -1; TRHR ag: -0.4; D1 agonist: 3; D1 PAM: -1; D2 antagonist: 25; D1 antag: 4; RXFP1 antagonist: -4; TRHR PAM: 4

How did O=C(Nc1ccccc1N1CCOCC1)c1ccc2c(c1)OCO2 do in these assays?
D2 ag: -0.9; D2 PAM: 2; TRHR ag: -0.2; D1 agonist: 0; D1 PAM: 3; D2 antagonist: -18; D1 antag: 8; RXFP1 antagonist: -8; TRHR PAM: 17

What do the screens show for `CCCN1CCN(C(=O)c2oc3c(Cl)cccc3c2C)CC1`?
D2 ag: -0.9; D2 PAM: -7; TRHR ag: -0.1; D1 agonist: -2; D1 PAM: 9; D2 antagonist: 5; D1 antag: -3; RXFP1 antagonist: 0; TRHR PAM: 6

What do the screens show for `COc1ccccc1NC(=O)CSCc1nc2ccccc2[nH]1`?
D2 ag: -0.6; D2 PAM: -7; TRHR ag: -0.5; D1 agonist: 0; D1 PAM: -5; D2 antagonist: 14; D1 antag: 14; TRHR PAM: -6

How did NC(=O)CC(NC(=O)Cc1ccc(Cl)cc1)c1ccc(NC2CCCCC2)c([N+](=O)[O-])c1 (stereo not drawn) do in these assays?
TRHR ag: 0.0; D1 agonist: 2; D1 PAM: 1; D1 antag: -8; TRHR PAM: -2

How did CC(C)Cc1nc2oc3c(NCc4cccnc4)ncnc3c2c2c1CCC2 do in these assays?
D2 ag: 3.2; D2 PAM: 9; TRHR ag: -1.4; D1 agonist: 2; D1 PAM: 8; D2 antagonist: -9; D1 antag: 10; RXFP1 antagonist: -12; TRHR PAM: 0

What do the screens show for `CCn1nnc(NC(=O)Cc2ccc(Cl)cc2)n1`?
D2 ag: -0.3; D2 PAM: 4; TRHR ag: -0.3; D1 agonist: 3; D1 PAM: 5; D2 antagonist: -4; D1 antag: 3; RXFP1 antagonist: -6; TRHR PAM: -3

Results for CN(Cc1ccccc1)c1ccc2nnc(-c3ccccc3)n2n1 ?
D2 ag: -0.4; D2 PAM: 5; TRHR ag: -0.1; D1 agonist: 0; D1 PAM: 3; D2 antagonist: -17; D1 antag: 17; TRHR PAM: 16

What do the screens show for `O=C(CCC(=O)N1CCOc2ccccc21)NC1CCN(Cc2ccccc2)CC1`?
D2 ag: -0.6; D2 PAM: -6; TRHR ag: 0.4; D1 agonist: 1; D1 PAM: -2; D2 antagonist: -14; D1 antag: 0; RXFP1 antagonist: 4; TRHR PAM: -3

What do the screens show for `Cc1ccc(C2(C)NC(=O)N(CC(=O)NC(=O)NCCC(C)C)C2=O)cc1` (stereo not drawn)?
D2 ag: 0.6; D2 PAM: -2; TRHR ag: -0.8; D1 agonist: -1; D1 PAM: 0; D2 antagonist: -5; D1 antag: 7; RXFP1 antagonist: 13; TRHR PAM: 3

Results for CC(=O)N1CCc2cc(Br)cc(S(=O)(=O)CCC(=O)Nc3c(C)n(C)n(-c4ccccc4)c3=O)c21 ?
D2 ag: -0.7; TRHR ag: -0.7; D1 agonist: 3; D1 PAM: -3; D2 antagonist: -3; D1 antag: -3; RXFP1 antagonist: -8; TRHR PAM: 5

How did OCC(O)CNC(=S)NC1CCCCC1 (stereo not drawn) do in these assays?
D2 ag: 0.9; D2 PAM: -3; TRHR ag: 1.4; D1 agonist: 1; D1 PAM: -5; D2 antagonist: -9; D1 antag: -10; RXFP1 antagonist: -11; TRHR PAM: 1

How did CCn1c(O)c(N=NC(=O)c2ccc(CSc3nncn3C)cc2)c2ccccc21 do in these assays?
D2 ag: 0.4; D2 PAM: -6; TRHR ag: 0.8; D1 agonist: 1; D1 PAM: -1; D2 antagonist: -4; D1 antag: -1; RXFP1 antagonist: 4; TRHR PAM: -1

Results for COc1cc(C(=O)NC(C)C2CC3CCC2C3)ccc1OC(F)F (stereo not drawn) ?
D2 ag: 0.3; D2 PAM: -9; TRHR ag: 0.0; D1 agonist: 3; D1 PAM: -4; D2 antagonist: -11; D1 antag: -2; RXFP1 antagonist: -2; TRHR PAM: -4

As a short view, some entries already given.
What do the screens show for `Cc1ccc(C2(C)NC(=O)N(CC(=O)NC(=O)NCCC(C)C)C2=O)cc1` (stereo not drawn)?
D2 ag: 0.6; D2 PAM: -2; TRHR ag: -0.8; D1 agonist: -1; D1 PAM: 0; D2 antagonist: -5; D1 antag: 7; RXFP1 antagonist: 13; TRHR PAM: 3

Results for CC(=O)N1CCc2cc(Br)cc(S(=O)(=O)CCC(=O)Nc3c(C)n(C)n(-c4ccccc4)c3=O)c21 ?
D2 ag: -0.7; TRHR ag: -0.7; D1 agonist: 3; D1 PAM: -3; D2 antagonist: -3; D1 antag: -3; RXFP1 antagonist: -8; TRHR PAM: 5

How did OCC(O)CNC(=S)NC1CCCCC1 (stereo not drawn) do in these assays?
D2 ag: 0.9; D2 PAM: -3; TRHR ag: 1.4; D1 agonist: 1; D1 PAM: -5; D2 antagonist: -9; D1 antag: -10; RXFP1 antagonist: -11; TRHR PAM: 1

How did CCn1c(O)c(N=NC(=O)c2ccc(CSc3nncn3C)cc2)c2ccccc21 do in these assays?
D2 ag: 0.4; D2 PAM: -6; TRHR ag: 0.8; D1 agonist: 1; D1 PAM: -1; D2 antagonist: -4; D1 antag: -1; RXFP1 antagonist: 4; TRHR PAM: -1

Results for COc1cc(C(=O)NC(C)C2CC3CCC2C3)ccc1OC(F)F (stereo not drawn) ?
D2 ag: 0.3; D2 PAM: -9; TRHR ag: 0.0; D1 agonist: 3; D1 PAM: -4; D2 antagonist: -11; D1 antag: -2; RXFP1 antagonist: -2; TRHR PAM: -4
